Assay outcomes deposited in PubChem BioAssay by several laboratories.
Rpn11 block – inhibitors of human proteasome Rpn11; O00487; human 26S proteasome, Ub4-pepOG fluorescence polarization; 20S core pre-blocked with epoxomicin; calls only at 20 µM; 0.59% of 360,000 active; AID 588493;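 active means inhibition at 20 µM, scaled to each plate's controls, above about 33%, limit read from the data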
Tb MetRS inh – Trypanosoma brucei MetRS inhibition | 0.4% of 360,000 active | inhibition, % at 11.9 µM | purified T. brucei MetRS, ATP depletion, Kinase-Glo luminescence;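 active means inhibition above a per-plate cutoff of the control wells' mean inhibition plus 3 SD, cut at about 5.5% in these data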;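 further: 0% = DMSO wells median and 100% = median of wells with control inhibitor compound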
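Test system – parasite MetRS enzyme · Reagent – substrates ATP, L-methionine and bulk Escherichia coli tRNA · Doses – 11.9 µM compound single dose, 0.9% DMSO · Times – 15 min enzyme-compound preincubation, 2 h reaction, 10 min detection, 25 °C · Signal – Kinase-Glo luminescence, ATP depletion format · Controls – DMSO-only wells as low control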
CSN inh – CSN deneddylation inhibition | inhibition, % at 12.5 µM | Q92905 | 0.38% of 360,000 active | Purified CSN, SCF-Nedd8-OG deneddylation, fluorescence polarization;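 active means pattern-corrected inhibition above about 35%, with an unprinted fluorescence ratio check between 0.5 and 1.5, limit read from the data, passing the limit was not always enough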;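 further: 0% = enzyme with substrate and 100% = substrate without enzyme; some results filed as inactive read as strong as hits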
Target sequence (Q92905 whole entry, looked up, one chain of several): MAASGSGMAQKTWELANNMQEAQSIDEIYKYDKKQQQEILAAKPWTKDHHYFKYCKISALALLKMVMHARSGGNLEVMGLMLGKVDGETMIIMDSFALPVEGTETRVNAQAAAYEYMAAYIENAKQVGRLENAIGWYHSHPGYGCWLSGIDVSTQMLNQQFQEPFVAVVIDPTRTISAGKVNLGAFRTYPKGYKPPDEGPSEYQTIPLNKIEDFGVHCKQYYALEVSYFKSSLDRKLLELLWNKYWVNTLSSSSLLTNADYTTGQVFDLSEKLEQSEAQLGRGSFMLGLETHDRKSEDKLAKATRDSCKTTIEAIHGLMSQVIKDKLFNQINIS
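test system = HEK293T-derived human Csn5 enzyme | amount = 0.24 nM Csn5 enzyme, final concentration | medium = Tris/NaCl/DTT buffer, pH 7.5 | schedule = 90 min reaction at room temperature | signal = FP | evaluation = inhibition of Csn5 cleavage, % | compound dosing = single dose of 12.5 µM compound with 0.25% DMSO | probe or stimulus = 10 nM SCFSkp2-Nedd8OG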
SUMO1 PPI mod – SUMO1-SIM interaction modulation. 0.33% of 360,000 active. SUMO1 binding to a labelled peptide, TR-FRET, 1 h. inhibition, % at 20 µM; in the data active means inhibition above about 37%
DNMT1 inh – blocks human DNA methyltransferase DNMT1; 0.83% of 360,000 active; DNMT1 molecular beacon, Hinp1I cleavage, fluorescence; inhibition (reported as % activation of signal), % at 10 µM; P26358; in the data active means inhibition above about 50%
Scp-1 inhibitor – Scp-1 (human) phosphatase inhibition. Recombinant Scp1, phosphopeptide, malachite green phosphate absorbance. inhibition, % at 20 µM. 0.88% of 340,000 active. AID 493091;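 active means inhibition above about 50% at 20 µM, limit read from the data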;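 further: plate controls were DMSO wells with enzyme for no effect and wells lacking enzyme for full effect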
Target sequence (Q9GZU7 76-261 limits assumed): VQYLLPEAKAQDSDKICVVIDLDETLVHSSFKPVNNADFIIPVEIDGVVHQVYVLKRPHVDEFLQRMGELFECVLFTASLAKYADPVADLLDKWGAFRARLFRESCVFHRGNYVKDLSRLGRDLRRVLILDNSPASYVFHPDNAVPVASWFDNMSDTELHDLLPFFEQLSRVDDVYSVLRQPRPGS
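Test system: SCP-1 catalytic domain; Buffer or medium: Acidic Tris acetate buffer with magnesium and detergent; Also added: Phosphorylated 17-residue peptide substrate; Compound: single 20 µM dose, 1% DMSO; Schedule: enzyme reaction 45 min at room temperature, colour 5 min, stabilisation 30 min; Signal: Phosphate-binding colour reagent, absorbance read at 630 nm.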
LMPTP block – LMPTP (human) inhibition | inhibition, % at 20 µM | recombinant LMPTP-A, OMFP fluorogenic substrate, fluorescence intensity | AID 651560 | 0.22% of 360,000 active | P24666;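 active means compounds that cut the enzyme signal by at least half of the control window in the single-dose screen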;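 further: plate controls were DMSO wells with enzyme plus substrate for no effect and substrate without enzyme for full effect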
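Assay system: LMPTP-A, protein tyrosine phosphatase of low molecular weight / Medium: pH 6.0 Bis-Tris buffer with DTT and Triton X-100 / Schedule: 50 min enzyme reaction at room temperature, protected from light / Measured by: endpoint fluorescence intensity from OMFP dephosphorylation / Read-out basis: % inhibition relative to no-enzyme and uninhibited control wells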
PABP1 MLLE inh – inhibitors of microRNA-mediated deadenylation, human PABP1 MLLE binding. GST-MLLE / FITC-PAM2 fluorescence polarization. inhibition, % at 20 µM. 0.36% of 360,000 active. AID 588489; in the data active means inhibition above about 35%, passing the limit was not always enough;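 further: plate controls were DMSO wells with GST-MLLE for no effect and wells lacking GST-MLLE protein for full effect; some results filed as inactive read as strong as hits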
NadD block – NadD (S. aureus) enzyme inhibition. purified NadD enzyme, colorimetric absorbance read-out. inhibition, % at 20 µM. 0.78% of 360,000 active; in the data active means inhibition above about 26%; further: some compounds past the cut are filed as inactive
STEP inh – STEP (human) phosphatase inhibition. recombinant STEP, OMFP fluorogenic substrate, fluorescence. inhibition, % at 20 µM. 0.25% of 360,000 active. AID 588621;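 active means inhibition at 20 µM, scaled per plate between control wells, above about 37%, limit read from the data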;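 further: 0% = DMSO with enzyme and substrate and 100% = substrate only without enzyme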
Target sequence (P54829 whole entry, looked up): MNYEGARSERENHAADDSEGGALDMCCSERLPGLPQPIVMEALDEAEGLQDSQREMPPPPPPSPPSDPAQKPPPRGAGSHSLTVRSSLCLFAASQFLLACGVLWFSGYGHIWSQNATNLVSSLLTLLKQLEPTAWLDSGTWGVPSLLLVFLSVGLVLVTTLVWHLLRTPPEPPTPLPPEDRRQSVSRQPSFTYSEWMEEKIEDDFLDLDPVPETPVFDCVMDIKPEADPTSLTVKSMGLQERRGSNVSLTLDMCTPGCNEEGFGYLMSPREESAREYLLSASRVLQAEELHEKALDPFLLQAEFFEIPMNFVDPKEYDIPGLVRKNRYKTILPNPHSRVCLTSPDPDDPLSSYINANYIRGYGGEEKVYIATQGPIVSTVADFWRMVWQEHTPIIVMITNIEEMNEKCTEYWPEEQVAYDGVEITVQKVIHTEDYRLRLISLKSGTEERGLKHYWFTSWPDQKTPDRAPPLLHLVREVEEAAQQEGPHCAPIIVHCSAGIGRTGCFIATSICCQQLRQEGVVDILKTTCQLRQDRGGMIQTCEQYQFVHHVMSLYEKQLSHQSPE
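System: isolated STEP enzyme; schedule: 20 min enzyme reaction at room temperature, protected from light; medium: Bis-Tris buffer pH 6.0, 2.5 mM DTT, 0.005% Tween 20; signal: fluorescence, 480/540 nm; dosing: single compound dose of 20 µM, 1% DMSO final; also added: OMFP substrate, 25 µM final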
Starred values were filed as active, the others as inactive; i = inactive; . = no result given; + = active, no number. An unsorted share of the library, and some 3.6% of all compounds hit somewhere here.

Start of the data: the first two entries, ahead of the listing:
SMILES | Rpn11 block | Tb MetRS inh | CSN inh | SUMO1 PPI mod | DNMT1 inh | Scp-1 inhibitor | LMPTP block | PABP1 MLLE inh | NadD block | STEP inh
Cc1sc(-c2ccncc2)nc1OC(=O)c1cc(Cl)cc(Cl)c1 | i | -0.5 | 0 | -13 | -1 | 3 | 2.8 | 17 | 2 | 2
CC(=O)c1ccc(NC(=O)/C(=C\c2ccc(F)cc2)NC(=O)c2ccco2)cc1 | i | -0.1 | 1 | 1 | 0 | -1 | 0.4 | -3 | -11 | 0

The whole of this part (from the top)
SMILES | Rpn11 block | Tb MetRS inh | CSN inh | SUMO1 PPI mod | DNMT1 inh | Scp-1 inhibitor | LMPTP block | PABP1 MLLE inh | NadD block | STEP inh
Cc1sc(-c2ccncc2)nc1OC(=O)c1cc(Cl)cc(Cl)c1 | i | -0.5 | 0 | -13 | -1 | 3 | 2.8 | 17 | 2 | 2
CC(=O)c1ccc(NC(=O)/C(=C\c2ccc(F)cc2)NC(=O)c2ccco2)cc1 | i | -0.1 | 1 | 1 | 0 | -1 | 0.4 | -3 | -11 | 0
COc1ccc(N2C(=O)c3ccccc3NC23CCCC3)cc1 | + | -0.6 | -1 | 1 | 4 | -3 | 0.6 | -8 | -2 | -1
COc1cc(-c2nc(-c3ccc(Br)o3)no2)cc(OC)c1OC | i | -0.3 | 3 | 53* | 45 | -7 | 1.5 | -2 | -4 | 3
Nc1cc(-c2ccc(OC(F)(F)F)cc2)nn1-c1ccc(Cl)c(Cl)c1 | i | 0.5 | 3 | 4 | -30 | -9 | 5.0 | -9 | 1 | -3
CCOC(=O)c1cc(CC)sc1NC(=O)C1CC(=O)NN1Cc1ccccc1 (stereo not drawn) | i | 0.4 | -3 | 2 | -8 | -10 | 1.9 | -1 | -4 | 3
CC(C)=CCCC(C)CN1CCC(N2CCC(C(=O)NC(C)C)CC2)CC1 (stereo not drawn) | i | -1.3 | 2 | -2 | 1 | 15 | -2.5 | 2 | -7 | -1
N#Cc1c(C(F)(F)F)cc(-c2ccc(Cl)cc2)[nH]c1=O | i | 0.3 | 4 | 5 | 1 | -7 | -1.2 | -1 | 3 | 1
CN1C(=O)NC(c2cccc([N+](=O)[O-])c2)C2=C1CC(C)(C)CC2=O (stereo not drawn) | i | -0.4 | 1 | -9 | -1 | -7 | -1.0 | 0 | -4 | 3
COc1ccc(C(=O)O)cc1S(=O)(=O)Nc1ccccc1Cc1ccccc1 | i | -0.7 | 1 | 5 | -1 | -10 | -1.4 | 1 | -7 | 0
COC(=O)c1ccc(CS(=O)(=O)c2ccc(F)cc2)o1 | i | -0.6 | 3 | 6 | 25 | 41 | 0.2 | 35 | -5 | 1
COc1ccccc1NC(=O)Cc1csc(NC(=O)c2ccccc2)n1 | i | -0.4 | 0 | 10 | -2 | -1 | -0.6 | 8 | -1 | 2
O=C(Nc1ccccc1)OCCOc1ccc(Br)cc1 | i | -1.0 | 0 | 1 | 4 | -9 | 1.2 | 12 | -6 | 1
COc1ccc(CC(=O)Nc2cccc(-c3ccc4nnc(C)n4n3)c2)cc1OC | i | -0.5 | -3 | -24 | -5 | -18 | -0.6 | -1 | 0 | 3
O=C(COc1ccccc1Cl)NCc1ccco1 | i | -0.9 | 1 | -2 | -2 | -8 | -2.0 | 8 | 0 | -2
Cc1cccc(C)c1NS(=O)(=O)c1ccc(-c2cnc(C3CC3)o2)cc1 | i | -0.8 | -1 | 1 | 0 | -13 | 3.7 | -3 | -10 | 3
COc1cccc(CNC(=O)CCS(=O)(=O)c2ccc3c(c2)CC(C)N3C(=O)C2CC2)c1 (stereo not drawn) | i | -0.1 | 0 | -3 | 1 | -12 | -0.4 | -1 | 8 | -2
COc1ccccc1NC(=O)C(=O)NCCC1CCCCN1S(=O)(=O)c1ccc(F)cc1 (stereo not drawn) | i | -0.1 | 1 | 5 | -3 | -15 | 3.2 | 14 | -9 | 0
CN(CC(=O)Nc1cccc2ccccc12)C(=O)c1ccc(NC(=O)CC#N)cc1 | i | -0.3 | -1 | -5 | -12 | -10 | -1.5 | -6 | 2 | -1
CCCCN(CC)CCCNC(=O)c1ccc(CS(=O)(=O)c2c(Cl)cccc2Cl)o1 | i | -0.6 | -1 | -3 | 0 | -2 | -0.8 | -2 | -4 | -5
COc1ccc(OC)c(NC(=O)NCCCCc2ccccc2)c1 | i | -0.5 | 1 | -2 | 0 | -2 | 0.6 | -8 | -11 | 1
Cc1noc(C(=O)Nc2cccnc2Cl)c1Cl | i | -0.4 | -4 | -1 | -1 | -2 | -0.8 | 5 | -1 | -1
O=C(NC(=S)N1CCN(c2ccc(O)cc2)CC1)c1ccco1 | i | 0.0 | 4 | 8 | -2 | -5 | 0.8 | 13 | 4 | 1
COc1ccc(NC(=O)C2CC(=O)OC2c2ccccc2)cc1 (stereo not drawn) | i | 0.3 | -1 | -4 | -3 | -14 | -0.7 | 0 | -5 | 0
Cc1ccc(C)c(-n2c(-c3ccc4c(c3)OCO4)n[nH]c2=S)c1 | i | -0.7 | 6 | 1 | 0 | 5 | -0.6 | -2 | 4 | -4
CCC(c1nnnn1Cc1ccc2c(c1)OCO2)N1CCN(CC)CC1 (stereo not drawn) | i | -0.1 | -4 | -4 | 0 | -9 | -1.8 | -1 | -6 | -1
Cc1ccc(-c2nc3ncccn3c2Nc2ccc3c(c2)OCO3)o1 | i | -0.5 | -7 | -15 | 3 | -5 | 0.9 | 16 | 5 | 2
COc1ccc(N2CC(C(=O)N/N=C/c3cc([N+](=O)[O-])ccc3O)CC2=O)cc1 (stereo not drawn) | i | -0.1 | 0 | -15 | 1 | -4 | 0.3 | -17 | -2 | 0
COc1ccccc1NC(=O)C1CC(O)CN1C(=O)Oc1ccccc1 (stereo not drawn) | i | -0.3 | 2 | -1 | 0 | 19 | 0.2 | -2 | 4 | -2
O=C(NCCN1CCC(n2c(=O)[nH]c3ccccc32)CC1)c1ccc(Cl)cc1Cl | . | -0.2 | -1 | 7 | . | . | 4.0 | . | -5 | .
Cc1nc2ccc(NC(=O)c3cncc(Br)c3)cc2s1 | i | -0.4 | -1 | -1 | 0 | -9 | -0.3 | -7 | -5 | 2
COC(=O)CC1C(=O)NCCN1C(=O)c1c(F)cccc1F (stereo not drawn) | i | -0.8 | 1 | -3 | 1 | -5 | -0.7 | -1 | -6 | -1
O=C(NC1CCC(=O)N(CCOc2ccccc2)CC1)OCc1ccccc1 (stereo not drawn) | i | 0.4 | -5 | 1 | 0 | -8 | 0.1 | -3 | -3 | 1
CC(C)Cc1nnc(NC(=O)CCC(=O)NCCc2ccc(Cl)cc2)s1 | i | -0.1 | 2 | 6 | 3 | -9 | -1.0 | -3 | -8 | 0
Cc1ccccc1-c1cc(C(=O)NCc2cccc(Br)c2)n(CC2CC(c3cccnc3)=NO2)n1 (stereo not drawn) | i | 1.5 | 8 | -3 | -6 | 1 | 3.1 | -3 | 3 | 0
CCC(=O)NCc1nc2ccccc2n1Cc1ccccc1F | i | -0.4 | -6 | 1 | 6 | 0 | -0.6 | -4 | -1 | 0
COc1ccc(C(O)c2nccc3cc(OC)c(OC)cc23)cc1OC (stereo not drawn) | i | -0.3 | 5 | 1 | -2 | -4 | -0.8 | 3 | -4 | 0
CC(C)CC(=O)NNC(=O)c1ccc(Cl)cc1 | i | -2.0 | -2 | 2 | 1 | -4 | -1.6 | 6 | 0 | 2
COc1cc2c(cc1OC)C(c1ccc(Cl)cc1)=NCC2 | i | 0.1 | -2 | -16 | 18 | -8 | -0.2 | 12 | -5 | -4
CCOC(=O)C1(C)NC(c2cccs2)C2C(=O)N(c3ccccc3)C(=O)C21 (stereo not drawn) | i | -0.6 | -4 | 0 | -1 | -3 | -0.9 | -1 | -3 | -1

Among those listed so far, 2 have a CF3 group.
SMILES | Rpn11 block | Tb MetRS inh | CSN inh | SUMO1 PPI mod | DNMT1 inh | Scp-1 inhibitor | LMPTP block | PABP1 MLLE inh | NadD block | STEP inh
Nc1cc(-c2ccc(OC(F)(F)F)cc2)nn1-c1ccc(Cl)c(Cl)c1 | i | 0.5 | 3 | 4 | -30 | -9 | 5.0 | -9 | 1 | -3
N#Cc1c(C(F)(F)F)cc(-c2ccc(Cl)cc2)[nH]c1=O | i | 0.3 | 4 | 5 | 1 | -7 | -1.2 | -1 | 3 | 1

3 of the entries above in order of the LMPTP block value, falling.
SMILES | Rpn11 block | Tb MetRS inh | CSN inh | SUMO1 PPI mod | DNMT1 inh | Scp-1 inhibitor | LMPTP block | PABP1 MLLE inh | NadD block | STEP inh
Cc1nc2ccc(NC(=O)c3cncc(Br)c3)cc2s1 | i | -0.4 | -1 | -1 | 0 | -9 | -0.3 | -7 | -5 | 2
CCC(=O)NCc1nc2ccccc2n1Cc1ccccc1F | i | -0.4 | -6 | 1 | 6 | 0 | -0.6 | -4 | -1 | 0
CCC(c1nnnn1Cc1ccc2c(c1)OCO2)N1CCN(CC)CC1 (stereo not drawn) | i | -0.1 | -4 | -4 | 0 | -9 | -1.8 | -1 | -6 | -1

(next part)
SMILES | Rpn11 block | Tb MetRS inh | CSN inh | SUMO1 PPI mod | DNMT1 inh | Scp-1 inhibitor | LMPTP block | PABP1 MLLE inh | NadD block | STEP inh
O=C1C2C3C=CC(C3)C2C(=O)N1c1ccccc1OS(=O)(=O)c1ccccc1 (stereo not drawn) | i | -0.4 | -7 | -5 | 2 | -10 | -1.8 | -6 | -4 | -2
N#CCC(=N)N1CCN(c2ccccc2Cl)CC1 | i | -0.3 | -1 | -3 | -6 | -11 | 0.5 | 5 | -5 | -3
CC1(Oc2cccnc2Cl)CCN(Cc2ccc(OC(F)(F)F)cc2)C1 (stereo not drawn) | i | -0.1 | 0 | -6 | 6 | . | -0.9 | 6 | 10 | -1
COc1ccc(NC(=O)c2cc3n(n2)C(C(F)(F)F)CC(c2ccc4c(c2)OCO4)N3)cc1OC (stereo not drawn) | i | -0.5 | 1 | -1 | -10 | -6 | 2.7 | -8 | 1 | -4
